# VLA-4 inh – inhibition in a human VLA-4 binding assay | P13612 | VLA-4 expressing cells, ligand binding flow cytometry | inhibition, % (about 7 µM as worked out from the volumes in the protocol) | 330,000 compounds, 0.2% hits | AID 2557; in the data active = inhibition above about 50%
# Fh CTSL1 inh – counter-screen for PFM18AAP inhibitors: inhibitors of F. hepatica cathepsin L1 | recombinant F. hepatica cathepsin L1, Z-Leu-Arg-MCA fluorescence | inhibition, % at 5.96 µM | 300,000 compounds, 0.49% hits;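 active = inhibition above the mean of all tested compounds plus 3 SD, set per screening campaign, cut at about 17% in these data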;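 also: 0% = plate median of test compound wells and 100% = 1 µM Z-Phe-Ala-diazomethylketone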
# GRK2 inh – blocks RNA aptamer binding to human GRK2; P25098; bead flow cytometry, FAM-aptamer displacement from GRK2; inhibition of aptamer binding, % at 10 µM; 330,000 compounds, 0.59% hits;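 active = inhibition of aptamer binding above 40%, roughly 3 SD of noise, on plates passing a quality check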;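 also: median bead fluorescence of bound FAM aptamer so fluorescent compounds give negative values; no value below 0 was filed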
# PP5 inh – inhibitors of human protein phosphatase 5 (PP5) | P53041 | purified PP5c, OMFP substrate fluorescence | inhibition, % at 6.7 µM | 320,000 compounds, 0.18% hits;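 active = inhibition above the campaign's mean inhibition across all tested compounds plus 3 SD, cut at about 9.5% in these data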;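 also: 0% = DMSO only and 100% = 100 µM cantharidin control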
# HCV core dimer – blocks dimerization of HCV core protein. TR-FRET GST/Flag-core106 dimerization, 1536-well. inhibition, % at 5 µM. 300,000 compounds, 0.33% hits. AID 1899;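 active = inhibition above the mean of all tested compounds plus 3 SD, set per screening campaign, cut at about 45% in these data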
#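 Material: Tagged HCV core106 pair (GST and Flag) | Amount: GST-core106 13.5 nM, Flag-core106 17 nM | Medium: KF-containing HEPES buffer, pH 7.45, DTT, CHAPS, BSA | Reagent: Eu donor and XL665 acceptor anti-tag antibodies | Schedule: 4 h at 22.5 °C | Technique: Time-resolved FRET, ex 340 nm, em 617 and 671 nm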
# PP1 counter – blocks human PP1-alpha phosphatase, a PP5 counter-screen. purified PP1alpha, OMFP fluorescence. 320,000 compounds, 0.9% hits. inhibition, % at 6.7 µM. AID 2235. P62136;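 active = inhibition above the mean inhibition of all tested compounds plus 3 SD, computed separately for each screening campaign, cut at about 15% in these data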
# Target sequence (P62136 whole entry, looked up): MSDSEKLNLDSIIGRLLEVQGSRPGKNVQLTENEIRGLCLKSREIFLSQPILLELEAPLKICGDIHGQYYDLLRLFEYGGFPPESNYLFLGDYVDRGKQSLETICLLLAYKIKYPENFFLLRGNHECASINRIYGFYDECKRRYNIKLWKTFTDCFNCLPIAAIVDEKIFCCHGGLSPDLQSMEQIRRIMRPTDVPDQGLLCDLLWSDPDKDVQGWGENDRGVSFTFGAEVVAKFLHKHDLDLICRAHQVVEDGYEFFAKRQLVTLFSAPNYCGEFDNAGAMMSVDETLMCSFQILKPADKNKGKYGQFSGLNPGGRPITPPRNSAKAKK
# procasp3 activ – activates human procaspase-3; recombinant procaspase-3 D3A, Ac-DEVD-pNA absorbance 405 nm; P42574; 330,000 compounds, 0.11% hits; AID 463141; activation, % at 8.5 µM;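 active = activation above the mean of all tested compounds plus 3 SD, cut at about 21% in these data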;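 also: 0% = DMSO alone and 100% = DMSO wells spiked with extra 5 µM PC-3 D3A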
# Target sequence (P42574 whole entry D9A/D28A/D175A): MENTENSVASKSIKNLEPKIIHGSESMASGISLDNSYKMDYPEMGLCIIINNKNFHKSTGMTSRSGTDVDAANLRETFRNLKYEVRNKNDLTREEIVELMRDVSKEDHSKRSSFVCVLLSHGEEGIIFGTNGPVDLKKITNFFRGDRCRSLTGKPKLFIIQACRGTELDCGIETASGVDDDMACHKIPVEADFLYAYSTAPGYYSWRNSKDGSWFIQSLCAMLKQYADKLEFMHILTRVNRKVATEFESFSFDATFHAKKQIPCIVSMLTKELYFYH
#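 Assay system: Autoprocessing-dead procaspase-3 D3A mutant enzyme; also added: Ac-DEVD-pNA; doses: one concentration, 8.5 µM nominal, 0.8% DMSO; times: 1 h compound preincubation, 2 h substrate hydrolysis at 25 °C; technique: 405 nm absorbance of p-nitroaniline, reads at 0 and 120 min; measure: % activation between DMSO and enzyme-spiked controls; repeats: single replicate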
# GASC-1 inh – human JMJD2C demethylase inhibition; Q9H3R0; GST-JMJD2C(1-420) H3K9me3 demethylation, DELFIA europium; inhibition, % at 2.35 µM; 330,000 compounds, 0.069% hits;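 active = more than half of a compound's replicate wells show inhibition beyond 50%, single wells judged on their own value; inconclusive = some, but no more than half, of replicates pass 50% inhibition; inactive = no replicate passes 50% inhibition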;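 also: signal counts dimethyl H3K9 product captured on neutravidin plate; 0% = median of DMSO wells and 100% = 0.3 times that DMSO median; strong numbers were not always called active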
# procasp7 counter – counter-screen for procaspase-3 activators: activators of human procaspase-7. P55210. recombinant procaspase-7, Ac-DEVD-pNA absorbance 405 nm; D23A/D198A/D206A triple mutant, cannot self-cleave; scale: DMSO 0, 5 µM enzyme 100. 330,000 compounds, 0.093% hits. activation, % at 8.5 µM;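 active = percent activation above the screen-wide mean plus 3 SD, cut at about 25% in these data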
# Target sequence (P55210 whole entry D23A/D198A/D206A): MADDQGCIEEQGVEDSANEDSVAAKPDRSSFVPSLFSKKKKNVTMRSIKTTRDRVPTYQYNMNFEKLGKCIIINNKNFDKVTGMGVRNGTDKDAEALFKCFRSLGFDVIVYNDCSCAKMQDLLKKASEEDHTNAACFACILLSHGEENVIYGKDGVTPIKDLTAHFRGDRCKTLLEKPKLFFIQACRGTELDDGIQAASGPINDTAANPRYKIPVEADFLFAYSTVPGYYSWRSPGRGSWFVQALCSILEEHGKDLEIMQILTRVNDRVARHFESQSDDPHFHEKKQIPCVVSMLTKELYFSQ
#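 Assay system: Uncleavable procaspase-7 mutant enzyme; Input: 2 µM procaspase-7 mutant as dispensed; Also added: DEVD-pNA substrate; Medium: Zinc-free HEPES pH 7.4 with 300 mM NaCl, 0.01% Triton X-100; Timing: 1 h compound preincubation, 2 h substrate cleavage, 25 °C; Measured by: Epi-absorbance of released pNA at 405 nm, two timepoints.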
# The depositor's hits bear a star; i = inactive; ? = inconclusive; nt = not tested or not shown; & = joins results of further samples. Compounds were not picked by outcome; about 2.6% have a hit in one of these screens.
smiles	GASC-1 inh	HCV core dimer	PP1 counter	procasp3 activ	VLA-4 inh	procasp7 counter	GRK2 inh	Fh CTSL1 inh	PP5 inh
CCOC(=O)C1CCN(C2=C(NS(=O)(=O)c3ccc(Br)cc3)C(=O)c3ccccc3C2=O)CC1	3	-6	6	5	9	-1	4	4	4.3
O=Cc1cccn1-c1ccc(O)cc1	-4	2	-4	-4	9	6	2	0	-2.1
COC(=O)C1=NNC2(c3ccc(Cl)cc3)C(=O)N(c3ccc(Cl)cc3)C(=O)C12 (stereo not given)	4	10	-2	3	18	6	0	1	1.5
O=C1c2ccccc2C(Nc2ccc3c(c2)OCCO3)N1Cc1ccc2c(c1)OCO2 (stereo not given)	-8&12	7	0	-6	41	0	3	2	0.0
Cc1ccc(OCC(=O)NN=C2c3ccccc3-c3ccccc32)cc1	-4	2	-2	5	4	1	6	-1	0.1
COC(=O)[C@H](C)NC(=O)NCc1ccccc1F	21	0	-2	11	12	8	2	-3	-1.4
O=C1OCCC1Sc1nc2ccccc2n1-c1ccccc1 (stereo not given)	-3	18	-2	3	11	-6	5	-5	-0.5
Cc1ccnc(NS(=O)(=O)c2ccc(NS(=O)(=O)c3cccs3)cc2)n1	28	3	-1	-1	9	8	2	-1	-0.7
Cc1ccc(OCCCC(=O)NNC(=O)c2ccccn2)cc1	5	nt	nt	5	22	5	1	nt	nt
Nc1nnc(SCCCC(=O)c2ccc(Br)cc2)s1	0	-4	-8	-1	-6	-2	5	1	2.1
O=C(Nc1ccccc1C(=O)O)c1cc(S(=O)(=O)N2CCCCC2)cs1	-18	11	0	-2	21	6	0	1	1.7
Cc1c2c(n3c(nc4ccccc43)c1C#N)N(CCCN(C)C)CC2	7	-1	-2	-1	12	-4	3	4	1.6

# Some of the entries so far, with values under each structure.
# Under each structure: GASC-1 inh | HCV core dimer | PP1 counter | procasp3 activ | VLA-4 inh | procasp7 counter | GRK2 inh | Fh CTSL1 inh | PP5 inh
- O=Cc1cccn1-c1ccc(O)cc1
  -4 | 2 | -4 | -4 | 9 | 6 | 2 | 0 | -2.1
- COC(=O)C1=NNC2(c3ccc(Cl)cc3)C(=O)N(c3ccc(Cl)cc3)C(=O)C12 (stereo not given)
  4 | 10 | -2 | 3 | 18 | 6 | 0 | 1 | 1.5
- O=C1c2ccccc2C(Nc2ccc3c(c2)OCCO3)N1Cc1ccc2c(c1)OCO2 (stereo not given)
  -8&12 | 7 | 0 | -6 | 41 | 0 | 3 | 2 | 0.0
- Cc1ccc(OCC(=O)NN=C2c3ccccc3-c3ccccc32)cc1
  -4 | 2 | -2 | 5 | 4 | 1 | 6 | -1 | 0.1

# Continued.
smiles	GASC-1 inh	HCV core dimer	PP1 counter	procasp3 activ	VLA-4 inh	procasp7 counter	GRK2 inh	Fh CTSL1 inh	PP5 inh
O=C1C(SCCO)=C(SCCO)C(=O)c2ccccc21	25	10	4	-23	i	-24	3	79*	8.7
Cc1cc(/C=N/n2cnnc2)c(C)n1-c1ccc(C(=O)O)cc1	3	-1	3	-14	10	4	6	1	-0.4
Cc1ccc(-c2nc3ncccc3o2)cc1NC(=O)Cc1ccc(Cl)cc1	19	-4	-1	-6	9	0	0	-1	-0.7
CC(=O)Nc1ccc(OC(=O)c2ccco2)cc1	95	-6	19*	-1	-2	-27	0	-6	1.9
CS(=O)(=O)c1ccc([C@@H](O)[C@@H](CO)NC(=O)C(Cl)Cl)cc1	16	1	-2	3	-18	5	1	-5	0.3
O=[N+]([O-])c1ccc(N2CCN(C(=S)Nc3ccc(F)cc3F)CC2)cc1	11	3	2	-2	0	-17	0	0	0.7
COc1cc(C(=O)N2CCN(c3cccc(C)c3C)CC2)ccc1OCC(=O)N1CCOCC1	8	nt	2	-3	-2	1	0	nt	-0.6
Cc1c(C)n(Cc2ccc(F)cc2)c2ccc(C(=O)NCCN3CCOCC3)cc12	7	1	2	5	33	-4	2	3	3.1
Cc1ccc(S(=O)(=O)N2CCC(=O)N(CCOC(=O)Nc3ccccc3C)CC2)cc1	0	4	-3	16	nt	-12	nt	0	0.3
O=C(NCCC1=CCCCC1)C1CCCN(S(=O)(=O)c2cnc[nH]2)C1 (stereo not given)	-1	-5	1	8	23	-7	8	-2	3.0
COc1ccc(CCNS(=O)(=O)c2cccc(F)c2)cc1OC	2	-1	-4	10	1	7	0	0	3.0
O=C(Nc1ccc(F)cc1)N1CCN(CCc2ccccc2)CC1	0	-13	1	0	7	0	1	-3	-0.5
CCOc1ccc(C(=O)CCN2CCCCC2)cc1	-6	-4	-4	-17	4	-26	0	-6	2.3
Cc1ccccc1C(=O)NC1CCCN(Cc2ccccc2F)C1 (stereo not given)	11	11	-3	-4	10	8	2	3	-2.6
Cc1ccc(-c2csc3nnc(SCC(=O)Nc4nsc(-c5ccccc5)n4)n23)cc1	5&3	13	3	-2	-1	4	0	1	1.2
O=C(NCc1ccccn1)c1ccc(OC2CCN(Cc3ccccc3)CC2)cc1	-50	2	-3	10	18	10	0	-2	0.5
Cc1ccc([N+](=O)[O-])c(C(=O)N/N=C/c2cccs2)c1	6	-5	-1	6	5	6	0	0	1.5
Cn1c(SCC(=O)Nc2ccc(N3CCOCC3)cc2)nnc1-c1ccccc1	-9	1	-1	-5	11	2	0	-2	1.8
Cc1cccc(Cc2cnc(NC(=O)c3ccc(C)o3)s2)c1	-11	3	3	1	9	-13	1	3	4.6
O=C(O)CC1S/C(=N/N=C/c2ccc(-c3ccc(Cl)c([N+](=O)[O-])c3)o2)NC1=O (stereo not given)	8	10	-1	-16	1	-4	2	5	-1.0
CCOC(=O)c1sc2ccccc2c1OC(=O)c1ccccc1	12	-3	1	1	-13	-11	0	-1	-8.1
Cc1ccc(N2OC3C(=O)NC(=O)C3C2c2ccco2)cc1 (stereo not given)	83	-5	-2	1	5	4	1	-4	1.2
Cc1ccc(S(=O)(=O)C2(C(=O)N3CCCC(C)C3)CC2)cc1 (stereo not given)	-3	-3	-4	-1	8	-66	0	-2	-0.3
CN(C)Cc1c(O)ccc2occ(C(=O)c3ccc(F)cc3)c12	-3	4	1	-1	40	-5	0	3	-0.2
Cc1ccccc1NC(=O)C1CCCN(c2nnc(N3CCCC3=O)s2)C1 (stereo not given)	1	-15	7	5	4	4	0	0	-1.8
Cc1ccc(-c2nc(-c3ccncc3)no2)cc1C	5	-15	9	9	-5	5	0	11	1.1
CCCOc1ccc(C(=O)CCN2CCCCC2)cc1	5	-1	-4	-28	10	-10	0	3	-0.6
COC(=O)C1=CN(C(C)c2ccccc2)C=C(C(=O)OC)C1c1cc(OC)c(OC)c(OC)c1 (stereo not given)	-5	3	1	3	18	10	0	3	2.0
NC(=O)c1ccc(NC(=O)COC(=O)c2cc3c(s2)CCC3)cc1	-6	nt	nt	3	-14	9	52*	nt	nt
CCN1CCN(c2ccc(NC(=O)c3ccc(C#N)cc3F)cc2Cl)CC1	-41	-4	-3	-1	9	-1	1	1	0.9
Cc1cccc(NCc2ccccc2O)c1	8	-7	-2	-1	19	7	2	-2	0.3
C/C(=N\n1c(C)nc2ccccc2c1=O)c1ccc(N)cc1	0	4	-4	-6	4	9	0	4	0.1
CC(C)(C)c1csc(NC(=O)c2ccc3nccnc3c2)n1	1	29	5	-8	4	-8	4	7	-6.9
Nn1c(SCC(=O)Nc2ccc(N3CCOCC3)cc2)nnc1C1CC1	0	nt	nt	-5	-2	-11	0	nt	nt
COC(=O)CCn1[nH]c(=O)c2ccccc2c1=O	-1	-3	2	19	-49	3	2	-4	-0.3
Cc1cc(OCC(=O)O/N=C(\N)c2ccccc2)ccc1Cl	-1	-8	1	1	-8	10	0	-7	-3.0

# One compound at a time, from the list above:
# Cc1c(C)n(Cc2ccc(F)cc2)c2ccc(C(=O)NCCN3CCOCC3)cc12 as listed: GASC-1 inh: 7; HCV core dimer: 1; PP1 counter: 2; procasp3 activ: 5; VLA-4 inh: 33; procasp7 counter: -4; GRK2 inh: 2; Fh CTSL1 inh: 3; PP5 inh: 3.1
# C/C(=N\n1c(C)nc2ccccc2c1=O)c1ccc(N)cc1 as listed: GASC-1 inh: 0; HCV core dimer: 4; PP1 counter: -4; procasp3 activ: -6; VLA-4 inh: 4; procasp7 counter: 9; GRK2 inh: 0; Fh CTSL1 inh: 4; PP5 inh: 0.1
# O=C1C(SCCO)=C(SCCO)C(=O)c2ccccc21 as listed: GASC-1 inh: 25; HCV core dimer: 10; PP1 counter: 4; procasp3 activ: -23; VLA-4 inh: i; procasp7 counter: -24; GRK2 inh: 3; Fh CTSL1 inh: 79*; PP5 inh: 8.7

# In a second layout: entries from further up.
# Each structure is followed by: GASC-1 inh	HCV core dimer	PP1 counter	procasp3 activ	VLA-4 inh	procasp7 counter	GRK2 inh	Fh CTSL1 inh	PP5 inh
Cc1ccc(-c2nc(-c3ccncc3)no2)cc1C
    5	-15	9	9	-5	5	0	11	1.1
COC(=O)C1=CN(C(C)c2ccccc2)C=C(C(=O)OC)C1c1cc(OC)c(OC)c(OC)c1 (stereo not given)
    -5	3	1	3	18	10	0	3	2.0

# Next part
smiles	GASC-1 inh	HCV core dimer	PP1 counter	procasp3 activ	VLA-4 inh	procasp7 counter	GRK2 inh	Fh CTSL1 inh	PP5 inh
COC(=O)c1c(-c2ccc(S(C)(=O)=O)cc2)sc2cc(OC)ccc12	18	nt	nt	9	9	1	1	nt	nt
CN(C)S(=O)(=O)c1cccc(C(=O)OCC(=O)NCc2ccccc2)c1	-33	2	0	-2	31	-2	5	-4	-3.6
CCCn1c(NCc2ccc3c(c2)OCO3)nc2ccccc21	18	4	-6	0	18	-9	4	-6	0.2
Cc1ccccc1OCCN1C(=O)c2ccccc2C1=O	2	-1	0	9	7	3	0	5	0.0
N#Cc1ccc(C(=O)N(Cc2ccccc2)c2ccccc2)cc1	1	-6	-2	5	1	-7	0	5	1.9
CNCCCOc1cccc(OC(C)C)c1	?	-6	0	10	-3	13	0	-3	0.5
Cn1c(=O)c(-[n+]2ccccc2)c([O-])c2ccccc21	-1	-1	-2	-7	-1	-9	3	0	0.3
O=C(CCCN1CCc2[nH]c3ccc(F)cc3c2C1)c1ccc(F)cc1	-13	-8	-4	-7	0	1	0	10	-3.0
CCN(CC)S(=O)(=O)c1cccc(-c2nnc(SCCOc3ccc(Cl)cc3)o2)c1	-5	6	3	-2	5	-4	1	4	-1.2

# Assay outcomes deposited in PubChem BioAssay by several laboratories.
